Assay outcomes (PubChem)
AMA1-RON2 inh: inhibitors of Plasmodium falciparum AMA1-RON2 interaction; AlphaScreen AMA1-biotinylated RON2 peptide binding; Potency, µM (top dose mostly 58.2 µM), inactives show at the highest dose activity change, negative = inhibition, hits mostly inhibitors; hit rate 0.2% among 360,000;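 note: potency is the fitted concentration of half-maximal effect; 0% = vehicle wells and -100% = peptide control; nearly all actives have a fitted effect of over 45% in size; some results filed as inactive show a strong effect at the top dose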
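AMA1 (3D7) with his tag at 25 nM final met compounds first, then biotinylated RON2 peptide at 25 nM; detection used donor plus acceptor beads, 10 µg/mL apiece, read by AlphaScreen after 30 min at room temperature.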
Shiga inhibitor: Shiga toxin inhibition | inhibition, % at 38.7 µM | Vero cells, Shiga toxin protein synthesis inhibition reporter | AID 2315 | hit rate 9.2% among 290,000; in the data active = inhibition mostly above about 28%, no sharp cut-off; inactive = mostly below about 43%; note: 0% is about no effect
HCMV inh: blocks human cytomegalovirus replication | activity change, negative = inhibition, % at 57.5 µM | hit rate 4.5% among 410,000 | HFF cells, HCMV-luciferase reporter, 72 h; stronger effect = lower value; in the data active = activity change below about -60%; inconclusive = no clear call, values can overlap the other calls; inactive = above about -39%; note: % is set by controls: 0 for no effect and ±100 for the full control effect
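Screen run at 2 compound doses on HFFs infected with reporter HCMV, MOI 1 PFU/cell. Luciferase activity from cell lysates at 72 h post infection gave inhibition relative to buffer-only and Salinomycin wells.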
AmpC inh detg: inhibitors of E. coli AmpC beta-lactamase with detergent | AmpC hydrolysis of nitrocefin, absorbance 480 nm, 0.01% Triton | P00811 | Potency, µM (titrated, usually from 114 µM), inactives show top-dose activity change, negative = inhibition, hits mostly inhibitors | hit rate 0.041% among 370,000 | AID 485294;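 note: potency is the fitted concentration of half-maximal effect; 0% = no-compound wells and -100% = no-enzyme wells; nearly all actives have a fitted effect of over 25% in size; some results filed as inactive show a strong effect at the top dose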
Target sequence (P00811 whole entry, looked up): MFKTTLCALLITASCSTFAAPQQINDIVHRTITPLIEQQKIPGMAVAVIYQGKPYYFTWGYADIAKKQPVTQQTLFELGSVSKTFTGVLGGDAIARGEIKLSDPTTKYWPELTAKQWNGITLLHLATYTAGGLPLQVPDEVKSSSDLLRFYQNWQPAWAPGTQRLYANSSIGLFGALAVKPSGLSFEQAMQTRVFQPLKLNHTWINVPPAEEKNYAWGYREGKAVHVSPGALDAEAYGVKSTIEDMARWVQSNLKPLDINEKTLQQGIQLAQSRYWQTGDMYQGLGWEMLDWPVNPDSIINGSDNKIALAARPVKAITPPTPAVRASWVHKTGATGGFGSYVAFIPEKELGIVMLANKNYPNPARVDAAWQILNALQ
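20 mM phosphate pH 7.0 + 0.01% (detergent screen) or 0.0001% Triton X-100; 5.3 nM AmpC reagent; cpd preinc 15 min RT; nitrocefin (800 uM stock) to start; A480 q20 s × 4 min; Activity was normalised to no-enzyme and no-compound control wells.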
CHX counter: affects cycloheximide protein synthesis inhibition readout, counter-screen; cell reporter, cycloheximide protein synthesis inhibition counterscreen; max response, %; hit rate 12% among 300,000; AID 2314; in the data active = max response mostly above about 13%, no sharp cut-off; inactive = mostly below about 14%; note: read at 38.3 µM for the half of the compounds with a filed dose; 0% is about no effect
AmpC inh no detg: blocks E. coli AmpC beta-lactamase in detergent-free assay; P00811; Potency, µM (highest dose often 57.1 µM), without a hit: top-dose activity change, negative = inhibition, usual class: inhibitors; AID 485341; hit rate 0.52% among 330,000; AmpC nitrocefin hydrolysis, absorbance 480 nm, 0.0001% Triton;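 note: potency is the fitted concentration of half-maximal effect; plate controls were no compound for no effect and no enzyme for full effect; nearly all actives have a fitted effect of over 20% in size; some results filed as inactive show a strong effect at the top dose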
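AmpC (5.3 nM in the dispensed reagent) in 20 mM phosphate pH 7.0 with 0.01% (detergent screen) or 0.0001% Triton X-100 was preincubated with compounds for 15 min at room temperature. Nitrocefin was then added from an 800 uM solution, and hydrolysis was followed at 480 nm.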
Giardia FBPA inh: blocks Giardia fructose-bisphosphate aldolase activity. purified Giardia FBPA. Potency, µM (highest dose often 59.6 µM), inactives show at the highest dose activity, negative = inhibition, most hits filed as inhibitors. hit rate 0.71% among 290,000; note: potency is the fitted concentration of half-maximal effect; % is set by controls: 0 for no effect and ±100 for the full control effect; nearly all actives have a fitted effect of over 55% in size
Target sequence (A8B2U2 whole entry, looked up): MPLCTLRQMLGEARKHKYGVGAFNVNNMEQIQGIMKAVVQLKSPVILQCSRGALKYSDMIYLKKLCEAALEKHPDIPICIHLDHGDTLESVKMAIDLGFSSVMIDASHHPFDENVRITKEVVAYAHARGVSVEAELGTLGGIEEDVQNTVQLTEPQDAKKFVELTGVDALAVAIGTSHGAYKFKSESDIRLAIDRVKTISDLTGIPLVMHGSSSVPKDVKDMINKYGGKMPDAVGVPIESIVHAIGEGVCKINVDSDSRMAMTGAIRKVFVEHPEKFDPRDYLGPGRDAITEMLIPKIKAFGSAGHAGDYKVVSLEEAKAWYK
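Giardia FBPA (40 nM reagent) was preincubated 10 min at RT with compound (up to 57.5 uM final), then substrate plus GAPDH/TPI/NAD/arsenate coupling system with diaphorase/resazurin was added; resorufin fluorescence (525/598 nm) was read after 20 min.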
Active calls of the source: *; ? = inconclusive; / = not tested or not shown; & = joins results of further samples; [ ] = another dose, or the depositor's remark. Unless noted, calls come from the whole dose curve; as a rule, active = well fitted curve in the direction sought with a large enough effect; inconclusive = small, poorly fitted or top-dose-only effect, or another doubt; inactive = no such curve, though single readings can be large; an effect the other way counts as inactive or inconclusive. The order is random. About 16% of those tested had a hit in this group.

SMILES | AMA1-RON2 inh | Shiga inhibitor | HCMV inh | AmpC inh detg | CHX counter | AmpC inh no detg | Giardia FBPA inh
O=C(NCc1ccc(F)cc1)C(=O)NCC1OCCN1C(=O)c1cccs1 (stereo not given) | 8% | -21 | ? | ? | -2 | -3% | 0%
CCOC(=O)C1CCCN(CCC(=O)Nc2c(C(=O)OC)[nH]c3cc(OC)ccc23)C1 (stereo not given) | 0% | -17 | 67 | -15% | -2 | 0% | 0%
COc1cccc(/C=N/NC(=O)C(c2ccncc2)N2CCOCC2)c1 (stereo not given) | 2% | 16 | -23 | -7% | -2 | -11% | -6%
Cc1cc(NC(=O)CSc2nnc(-c3cccnc3)n2N)no1 | 2% | 5 | 18 | -15% | -2 | -27% | -5%
O=c1cc(CO)[nH]cc1OCc1ccccc1 | 23% | 21 | 5 | 5% | -1 | -13% | -1%
Cc1cc(C)n(-c2nc3ccccc3nc2Nc2ccc3[nH]c(=O)[nH]c3c2)n1 | -11% | -8 | -14 | 6% | -1 | -14% | 2%
O=C(NCc1cccc(Cl)c1)C1CCN(c2nnc(N3CCCC3=O)s2)CC1 | 1% | -5 | -36 | 3% | -3 | 35% | -3%
CCN1C(=O)[C@H]2[C@@H](c3ccc(-c4ccc(C(C)=O)cc4)c(OC)c3)N3CCCC[C@@]3(C(=O)OC)[C@H]2C1=O | -1% | / | -3 | / | / | 191%[activator] | /
CCN(CC)CCC(=O)Nc1cccc2c1C(=O)c1ccccc1C2=O | -20% | 6 | -99* | -10% | 2 | 42% | -23%
Cc1ccc(OCC(=O)Nc2ccc(S(=O)(=O)Nc3cc(C)nc(C)n3)cc2)cc1 | -6% | -7 | -6 | 5% | -4 | -31% | -26%
CC1CCC(NC(=O)c2ccc(CNc3c(NC4CCCCC4)c(=O)c3=O)cc2)CC1 (stereo not given) | 9% | -17 | 16 | 1% | -1 | -23% | 6%
COc1cc(OC)cc(C(=O)Nc2ccccc2-c2nnn(CC(N)=O)n2)c1 | -4% | -12 | ? | -1% | 8 | -22% | -2%
O=S(=O)(NCC(c1ccc2c(c1)OCO2)N1CCOCC1)c1ccc(F)cc1 (stereo not given) | -3% | / | 1 | 7% | / | 8% | /
Cc1cc(C)nc(NS(=O)(=O)c2ccc(NC(=O)Nc3ccccc3F)cc2)n1 | 7% | 0 | ? | -2% | 0 | 29% | 0%
COC(=O)Cc1ccc(NC(=O)c2ccc(C)c(C)c2)cc1 | 6% | 51* | ? | -12% | 45* | -17% | -12%
CCN(C(=O)CN1C(=O)COc2ccc(S(=O)(=O)N3CCOCC3)cc21)c1ccc(OC)cc1 | -3% | 1 | 0&3 | -5%&12% | 6 | 125%[activator] | 7%
CCOC(=O)c1c(C)nsc1NC(=O)C1CCCCC1 | 19% | -7 | -33 | -9% | -5 | 1% | 2%
COc1ccccc1CCNC(=O)COc1cccc2c1OC(C)(C)C2 | -5% | / | -4 | ? | / | 19% | /
Cc1cc(=O)oc2cc(OCC(=O)N3CCN(C(=O)C4COc5ccccc5O4)CC3)c(Cl)cc12 (stereo not given) | -8% | -4 | 0 | -7% | 1 | 2% | /
CC1CC(C(F)F)n2nc(C(=O)Nc3sc4c(c3C#N)CCC(C(C)(C)C)C4)nc2N1 (stereo not given) | 21% | 1 | ? | -2% | -2 | -37% | 0%
COc1cc(Cl)c(C)cc1NC(=O)COC(=O)c1cc[n+]([O-])cc1 | 5% | -3 | 44 | 6% | 7 | 32% | 0%
COc1ccc(OC)c(C(C)NC(=O)Nc2cccc(C(C)=O)c2)c1 (stereo not given) | -2% | -5 | -16 | 9% | 1 | -24% | 4%
Cc1[nH]c2ccccc2c1/C=N/NC(=O)CNC(=O)Cc1ccccc1 | 5% | -6 | 49 | 11% | -8 | 2% | /
COc1ccc(C(=O)NN(C)c2nc(C(F)(F)F)nc3ccccc23)cc1 | -12% | -9 | -99* | -12% | 3 | -21% | -3%
CC1CCN(S(=O)(=O)c2cn(CC(=O)Nc3cccc(C#N)c3)cn2)CC1 | 3% | 3 | -19 | 1% | 19 | -17% | -4%

In the list so far, these have a Cl atom.
SMILES | AMA1-RON2 inh | Shiga inhibitor | HCMV inh | AmpC inh detg | CHX counter | AmpC inh no detg | Giardia FBPA inh
O=C(NCc1cccc(Cl)c1)C1CCN(c2nnc(N3CCCC3=O)s2)CC1 | 1% | -5 | -36 | 3% | -3 | 35% | -3%
Cc1cc(=O)oc2cc(OCC(=O)N3CCN(C(=O)C4COc5ccccc5O4)CC3)c(Cl)cc12 (stereo not given) | -8% | -4 | 0 | -7% | 1 | 2% | /
COc1cc(Cl)c(C)cc1NC(=O)COC(=O)c1cc[n+]([O-])cc1 | 5% | -3 | 44 | 6% | 7 | 32% | 0%

Looked up above:
Under Shiga inhibitor, CCN(CC)CCC(=O)Nc1cccc2c1C(=O)c1ccccc1C2=O reads 6
Under Giardia FBPA inh, Cc1cc(C)n(-c2nc3ccccc3nc2Nc2ccc3[nH]c(=O)[nH]c3c2)n1 reads 2%
Under AmpC inh detg, Cc1cc(NC(=O)CSc2nnc(-c3cccnc3)n2N)no1 reads -15%
Under AMA1-RON2 inh, COc1cc(OC)cc(C(=O)Nc2ccccc2-c2nnn(CC(N)=O)n2)c1 reads -4%
Under AmpC inh detg, O=S(=O)(NCC(c1ccc2c(c1)OCO2)N1CCOCC1)c1ccc(F)cc1 (stereo not given) reads 7%

(next part)
SMILES | AMA1-RON2 inh | Shiga inhibitor | HCMV inh | AmpC inh detg | CHX counter | AmpC inh no detg | Giardia FBPA inh
CCOC(=O)COc1ncn(-c2ccccc2)n1 | -1% | -6 | -13 | 1% | -1 | -10% | -3%
Fc1ccc(Nc2nc(-c3ccncc3)nc3ccccc23)cc1F | / | 6 | 12 | -7% | -3 | -26% | 10%
O=C(Cn1c2[n+](c3ccc(C(F)(F)F)cc31)CCCCC2)c1cccc([N+](=O)[O-])c1 | 2% | 1 | 2 | -5% | 4 | -2% | -1%
COc1ccc(CCN(C)C(=O)c2c(C)nn(-c3ccccc3)c2C)cc1OC | 60%[activator] | -13 | 32 | -2% | 2 | 73%[activator] | /
CCCCCCCCC(=O)N/N=C/c1cccc(Br)c1 | 7% | -12 | 0 | 3% | -5 | -10% | -24%
Cc1cc(C(=O)CN2C(=O)NC3(CCCCC3)C2=O)c(C)n1Cc1ccco1 | -16% | 89* | 62 | 2% | 41* | -4% | 0%
CCCCNC(=O)Cn1cnc2ccc(S(=O)(=O)N3CCC(C)CC3)cc2c1=O | -6% | -7 | -33 | -1% | 3 | -24% | 1%
CCCCC(=O)N1CCN(c2ccc(OC)cc2[N+](=O)[O-])CC1 | -23% | 9 | ? | -9% | 7 | 2% | 10%
O=C(Nc1ccc(F)cc1F)NC1CC(=O)N(Cc2ccccc2)C1 (stereo not given) | 5% | -4 | 2 | -9% | -3 | -8% | 15%
O=C(Cn1nc(C(F)(F)F)cc1C1CC1)Nc1ccccc1F | -10%[11.6 µM] | -6 | ? | -4% | -4 | -17% | -1%
CCOC(=O)N1CCC(NC(=O)CSCc2nc(-c3ccc(OC)c(OC)c3)oc2C)CC1 | -10% | -8 | 71 | 0% | -1 | 5% | 3%
O=C(c1ccc(NC2=NC3CS(=O)(=O)CC3S2)cc1)N1CCN(C(=O)c2ccco2)CC1 (stereo not given) | 2% | -19 | 75 | -13% | 7 | -6% | 0%
Cn1cc(CN2CCc3ccccc3C2)c2ccccc21 | -5% | -17 | 37 | 2% | -1 | -19% | -28%
COc1cccc(NC(=O)CN(C)C(=O)CSc2nc3ccccc3s2)c1 | ? | / | -13 | 1% | / | 1% | /
Clc1ccccc1C1NCc2ccccc2-n2cccc21 (stereo not given) | -20% | -11 | 25 | 2% | 1 | -41% | -6%
O=C(CN1C(=O)c2cccc([N+](=O)[O-])c2C1=O)N1CCN(c2ccc(F)cc2)CC1 | 5% | 22 | 19 | 4% | 6 | 1% | 0%
CC(=O)c1cccc(CN(C)CC2CCCN(CCc3ccccc3C)C2)c1 (stereo not given) | -2% | -7 | -4 | 0% | -1 | 27% | -4%
CCOC(=O)N/N=C/c1ccc(F)cc1 | -3% | 70* | 65 | -2% | 39* | -8% | -2%
CN1CCN(S(=O)(=O)c2ccc(Nc3ccc(F)cc3)c([N+](=O)[O-])c2)CC1 | 5% | / | ? | ? | / | 33% | /
O=C(COC(=O)c1ccc(O)cc1)Nc1cc(C(F)(F)F)ccc1Cl | -1% | -13 | ? | -13% | -1 | -26%[11.4 µM] | 1%
C=CCN(c1ccccc1Cl)S(=O)(=O)c1cc(C(=O)N2CCCC2)ccc1Cl | -10% | -4 | 0 | -12% | -2 | 101%[activator] | -4%
COc1ccc(/C=C(\NC(=O)c2ccco2)C(=O)NCc2ccco2)cc1 | 2% | -3 | -28 | 0% | -4 | -23% | 0%
O=C1CSC(c2ccc3c(c2)OCO3)N1c1ccc(Oc2ccccc2)cc1 (stereo not given) | -17% | -3 | ? | -14% | -1 | -29% | -1%
O=C(COC(=O)Cc1ccc(Cl)cc1)NC1CCCC1 | -6% | / | -19 | 5% | / | -3% | /
O=C(NC(=S)N(CCc1ccccc1)CCc1ccccc1)c1ccco1 | 14% | 5 | -19 | -10% | -1 | -27% | ?
Cc1ccc(NC(=O)C2CCN(C(=O)NC3CCCCC3)CC2)cc1Cl | 6% | 14 | -7 | -22% | -2 | -13% | 2%
CC(=O)Nc1ccc(S(=O)(=O)NCc2ccccn2)cc1 | 24% | 0 | -17 | ? | 1 | -8% | 1%
CCN(CC)c1cccc(OCC(=O)N(C)CCC#N)c1 | -14% | -14 | 10 | -8% | 11 | 30% | ?
CC(C)n1nnnc1SCC(=O)NCCc1ccccc1 | 11% | 30 | 107 | 0% | 16* | -4% | 2%
CCN(C1CCCCC1)S(=O)(=O)c1ccc(S(=O)(=O)NCCc2ccncc2)cc1 | 2% | -6 | -27 | -2% | -3 | 36% | 0%
